# Assay outcomes from PubChem.
# KDM5B inh: KDM5B demethylase inhibition | KDM5B demethylase, FDH-coupled NADH fluorescence (FDH is formaldehyde dehydrogenase) | Q9UGL1 | Potency, µM (doses to about 57.7 µM), without a hit: at the highest dose activity change, negative = inhibition, most hits filed as inhibitors | 220,000 tested, 2.6% active; active = well fitted inhibition curve with a large enough effect; inconclusive = small, poorly fitted or top-dose-only effect; inactive = no such curve, though single readings can be large or run the other way; note: 0% is about no effect; nearly all actives have a fitted effect of over 70% in size
#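 KDM5BΔAP (200 nM final) in 50 mM HEPES pH 7.5, 0.01% Tween-20 was preincubated 10 min at RT with compound over a concentration range. Substrate mix (H3K4me3 12.5 µM, α-KG 25 µM, Fe²⁺, ascorbate, NAD⁺, FDH) was added, and NADH fluorescence change over 30 min gave dose-response curves.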
# * hit, by the source's call; ? = inconclusive; [ ] = remark or other dose. Potency is the fitted concentration of half-maximal effect. Only part of the results is shown; rates above refer to the full screens.
SMILES,KDM5B inh
Cc1sc2ncnc(N3CCCN(C(=O)c4ccoc4)CC3)c2c1C,13%
COC(=O)c1ccc(NC(=O)COC(=O)C2=NN(c3ccccc3)C(=O)CC2)cc1,23%
Cc1nc(C2CCCN(C(=O)CCC(C)C)C2)cc(N2CCCC2)n1 (stereo not given),-19%
COc1ccc(-c2nccn3cc(C(=O)NCCN4CCCCC4)nc23)cc1,20µM*
CC(C)OCCCn1c(SCc2ccccc2Cl)nc2c(sc3ccccc32)c1=O,?
Cc1c(-c2ccccc2)c(=O)oc2cc(OCC(=O)OC(C)(C)C)ccc12,?
COc1ccc(C(=O)N[C@@H]2CCC[C@@H]2C(=O)N2CCN(c3ncccn3)CC2)cn1,-8%
COCCNC(=O)CC[C@]12CC[C@](C)(O)C[C@H]1C(C)(C)C[C@@H]2NC(=O)CC(C)(C)C,1%[86.2 µM]
C/C=C/n1ccnc1CC(O)(c1ccccc1)c1ccc(C)cc1 (stereo not given),28%
O=C(CCn1c(=O)c2ccccc2n(CC(=O)Nc2ccc(F)cc2)c1=O)NCCc1ccccc1,78%[activator]
CCN(CCCNC(=O)c1ccc(Sc2ccc(Cl)cc2)c(NC(C)=O)c1)c1ccccc1,?
COc1cc(CCC(=O)NCc2ccncc2)cc(OC)c1OC,7%
CS(=O)(=O)N1C[C@H]2CCN(Cc3c(F)cccc3Cl)C[C@H]21,19%
O=C(c1ccc2c(c1)N(Cc1ccccc1)C(=O)c1ccccc1S2=O)N1CCC2(CC1)OCCO2 (stereo not given),19%
CCC(=O)Oc1cccc(C(=O)Nc2ccc(-c3nc4ccccc4o3)cc2)c1,-10%
O=C(c1cc(Cl)ccc1F)N1CCC(Cc2nc(-c3ccc(F)cc3)no2)CC1,17%
CC(C)NC(=O)c1ccc(NC(=O)C(F)(F)C2(F)OC(F)(F)C(F)(F)C2(F)F)cc1 (stereo not given),-2%
COc1ccc(Nc2cc(C)c3cc(NC(=O)Cc4ccc(Cl)cc4)ccc3n2)cc1,?
COc1ccc(-c2nc3cc(C(C)C)ccc3o2)cc1NC(=O)COc1ccc([N+](=O)[O-])cc1,8%
O=C(O)/C=C\C(=O)NC(Cc1ccccc1)C(=O)O (stereo not given),2%

# Of the compounds above, seven have a halogen:
SMILES,KDM5B inh
CC(C)OCCCn1c(SCc2ccccc2Cl)nc2c(sc3ccccc32)c1=O,?
O=C(CCn1c(=O)c2ccccc2n(CC(=O)Nc2ccc(F)cc2)c1=O)NCCc1ccccc1,78%[activator]
CCN(CCCNC(=O)c1ccc(Sc2ccc(Cl)cc2)c(NC(C)=O)c1)c1ccccc1,?
CS(=O)(=O)N1C[C@H]2CCN(Cc3c(F)cccc3Cl)C[C@H]21,19%
O=C(c1cc(Cl)ccc1F)N1CCC(Cc2nc(-c3ccc(F)cc3)no2)CC1,17%
CC(C)NC(=O)c1ccc(NC(=O)C(F)(F)C2(F)OC(F)(F)C(F)(F)C2(F)F)cc1 (stereo not given),-2%
COc1ccc(Nc2cc(C)c3cc(NC(=O)Cc4ccc(Cl)cc4)ccc3n2)cc1,?

# Among those listed so far, these contain a thiophene ring, fused or not.
SMILES,KDM5B inh
Cc1sc2ncnc(N3CCCN(C(=O)c4ccoc4)CC3)c2c1C,13%
CC(C)OCCCn1c(SCc2ccccc2Cl)nc2c(sc3ccccc32)c1=O,?

# Next section
SMILES,KDM5B inh
Cc1ccc(CS(=O)(=O)N2CCC(C(=O)N3CCN(c4cc(Cl)ccc4C)CC3)CC2)cc1,12%
Cc1cccc(NC(=O)CCc2c[nH]c3ccccc23)c1,-8%
Cc1oc(-c2nc(C#N)c(NC(C)c3ccccc3)o2)cc1S(=O)(=O)N1CCCC1 (stereo not given),?
CCc1cnc(N)nc1NCc1nc(C(=O)NC)no1,-16%
CCNC(=O)C1Cc2cc(S(=O)(=O)N(CC)CC)ccc2N1C(C)=O (stereo not given),16%
Cc1ccc(C)c(Cn2c(SCC(=O)N(C)Cc3ccccc3)nc3ccccc32)c1,-7%
C=CCCC(CN1CCOCC1)Oc1ccc(-c2nc(C)no2)cn1 (stereo not given),36%[activator]
COc1cc(/C=N/O)cc(Cl)c1OC(C)=O,25%
Cc1cc(CSC(=N)N)c(CSC(=N)N)cc1C,-9%
O=C1CCC(C(=O)NCc2ccc(-c3cnc4c(Oc5ccccc5)nccn34)cc2)N1 (stereo not given),35µM*
Cc1cccc(C)c1OCC(=O)Nc1ccccc1C(=O)N1CCOCC1,-12%
CNC(=O)c1cc[nH]c1C1CCCN(C(=O)CCc2nc3ccccc3s2)C1 (stereo not given),23%
CCOC(=O)N1CCc2c(sc(N)c2C#N)C1,?
CCCCn1c(CCNC(=O)c2cccs2)nc2ccccc21,-4%
CCCN1CCCC2(Cc3ccccc3CN(C(C)=O)C2)C1 (stereo not given),-14%[149 µM]
CCCCCOc1nc2ccccc2nc1NS(=O)(=O)c1ccccc1,-2%
O=C(NCc1ccc(CN2CCCC2)cc1)c1cc(=O)[nH]c2ccccc12,?
Cn1cccc1CN1CCC2(C1)C(=NC1CCCCC1)NC(=O)N2c1cc(F)cc(F)c1 (stereo not given),?
O=C(Cn1ccn2nc3c(c2c1=O)CCCC3)NCCCc1ccccc1,-11%
O=C(C1CCCC1)N1C[C@@H](COc2ccncc2)[C@H](c2ccccn2)C1,12%

# Some of the entries so far, with the structure last:
KDM5B inh | Compound
? | Cn1cccc1CN1CCC2(C1)C(=NC1CCCCC1)NC(=O)N2c1cc(F)cc(F)c1 (stereo not given)
23% | COC(=O)c1ccc(NC(=O)COC(=O)C2=NN(c3ccccc3)C(=O)CC2)cc1

# The results go on:
SMILES,KDM5B inh
COc1ccccc1C(=O)Nc1c2c(nn1-c1ccc(Cl)cc1)CS(=O)(=O)C2,?
CCCN(CCC)CCCNC(=O)c1nn(C)c2c1CS(=O)(=O)c1ccccc1-2,?
COC(=O)CN1C(=S)N(c2ccc(F)cc2)C(=O)C1CC(=O)Nc1ccc(F)cc1 (stereo not given),20%
Cc1ccc(C(=O)N2CCC(c3n[nH]c(=O)n3Cc3ccc(F)cc3)CC2)cc1,-7%
COCC(=O)N1CCN(C(=O)c2cccnc2)C[C@H]1C(=O)N[C@@H](CC1CCCCC1)C(N)=O,6%
NC(=O)[C@@H]1CCCN1C(C(=O)O)c1cn(CCC(=O)O)c2cc(Br)ccc12 (stereo not given in full),9%
O=C(N[C@H]1CCN2C(=O)[C@@H](Cc3c[nH]c4ccccc34)NC(=O)[C@H]12)c1ccccc1,-26%[86.2 µM]
CCOC(=O)CNC(=O)c1ccc(CN2C(=O)NC3(CCS(=O)(=O)CC3)C2=O)cc1,-20%
Cc1ccsc1C(=O)N1CCC(c2nc(C3CCOCC3)no2)CC1,4%
CCc1ccc(CNCC(O)c2ccccc2)cc1 (stereo not given),-13%
Cc1ccc(-n2nc(CO)c(C(=O)NC(C)c3ccccc3)n2)cc1C (stereo not given),5%
Cc1cc(C(=O)Nc2ccc([C@H]3OCC(=O)N(C)[C@@H]3CO)cc2)no1,-14%[86.2 µM]
CCOc1ccccc1N(CC)C(=O)c1noc2c1COc1ccc(C)cc1-2,-20%
CCc1nc2c(=O)n(CC(=O)NCc3ccco3)nc(C)c2s1,-18%
COc1ccc(NC(=O)N2CCCC(Cc3noc(-c4ccncc4)n3)C2)cc1 (stereo not given),4%
O=C(O)c1ccc(S(=O)(=O)c2ccc3c(c2)C(=O)N(NC(=O)c2ccncc2)C3=O)cc1,-1%
Cc1sc2ccn(Cc3ccc(F)cc3)c(=O)c2c1C(=O)NCc1ccccn1,?
Cc1cccc(CN2CCNc3cnc(OCc4cccnc4)cc3C2)c1,18µM*
CN(C)S(=O)(=O)N1CCCN(Cc2ccncc2)C(c2ccccc2)CC(=O)NCC1 (stereo not given),?
COc1ccccc1NC(C)=[N+](C)CCNS(=O)(=O)c1ccc(Cl)cc1,?
Cc1nn(-c2ccc(C(C)C)cc2)c(C)c1[C@@H]1C=C[C@@H](NCc2ccc(F)cc2)C1,?
Cc1cc(C)c2oc(C(=O)N3CCN(c4cccc(Cl)c4)CC3)cc(=O)c2c1,-2%
Cc1cc(C)n2nc(C(=O)N3CCC(Cc4cccc(C(N)=O)c4)C3)nc2n1 (stereo not given),13%
COCCNc1nc(-c2ccsc2)nc2ccccc12,-3%
CCC(C)(C)C(=O)O[C@H]1C[C@@H](C)C=C2C=C[C@H](C)[C@H](CC[C@@H]3C[C@@H](O)CC(=O)O3)[C@H]21,-24%
COc1ccccc1/C=C/CN1CCNC(=O)C1CC(=O)NCCc1cnccn1 (stereo not given),-19%
Cc1cccc(C(C)C)c1NC(=O)C1CCCN1S(=O)(=O)c1cccc2nsnc12 (stereo not given),-8%
Cc1cccc(Cn2c(CN3CCC(C(=O)NCc4cccnc4)CC3)cc3ccccc32)c1,-17%
COc1ccccc1NC(=O)c1ccc2oc(=O)c(S(=O)(=O)c3ccccc3)cc2c1,-15%
O=C(CCn1ccn2nc3c(c2c1=O)CCCC3)NC1CCCC1,5%
COc1cccc(CN2CCc3nc(C(=O)Nc4cccnc4)oc3CC2)c1,-10%[86.2 µM]
CN1CC(=O)N(c2ccccc2F)Cc2c(NC3CCOC3)ncnc21 (stereo not given),?
Cc1ccc(C(=O)c2cn(Cc3cc(C)ccc3C)c3nc(C)ccc3c2=O)cc1,-23%
Cn1cc(CN2C[C@H](C(=O)NCc3ccccc3)C[C@H]2c2cccc(C(F)(F)F)c2)cn1,19%
COc1ccc(Cl)cc1C(=O)N1CCN(c2cc(C(F)(F)F)nc(C)n2)CC1,1%
Cc1c(CNC2CCCCC2)c(C(=O)O)c(C)n1Cc1ccccc1F,-16%
COc1cccc(-c2cc(C3CCN(S(=O)(=O)c4ccc(C#N)cc4)CC3)[nH]n2)c1,-18%
CCCCNC(=O)COc1ccc(NC(=O)C2CC2)cn1,-9%
Cc1ccc(C(=O)N2CCCn3cc(-c4cccc(C#N)c4)nc32)cc1,32µM*
O=C1CC(C(=O)Nc2ccc(Cl)cc2)c2ccc(F)cc2N1 (stereo not given),18%
COCCCn1c(C)cc(C(=O)NCCc2noc(-c3ccccc3)n2)c1C,0%
Cc1ccc(NC(=O)C2=NNC(=O)CC2)cc1F,-2%
COc1ccc(-c2nn(-c3ccccc3)cc2C2CC(c3cccs3)=NN2C(=O)CCC(=O)O)cc1 (stereo not given),?
CNC(=O)CCC[C@H]1NC[C@@H]2CC1CN(Cc1ccccc1)C2,?
CCN(CC)C(=O)[C@@H]1CCC[C@@H](NC(=O)c2cncnc2)CN(C)C(=O)C1,11%[86.2 µM]
Cc1nn(CCC#N)c(C)c1[C@@H]1C=C[C@@H](NS(=O)(=O)c2ccccc2)C1,-12%[86.2 µM]
COCCCNC(=O)CCc1cc2ccccc2[nH]c1=O,?
Fc1ccc(Cc2cn3cc(-c4ccc(Cl)cc4)nc3s2)cc1,-7%
COc1ccc(Nc2nc(C(=O)OCC(=O)c3cccc(OC)c3)cs2)cc1,-3%
CCOc1ccc(NC(=O)CSc2ccc(-c3sc(-c4ccccc4)nc3C)nn2)cc1,-22%
CC(C)c1ccc(CCNC(=O)Cn2ncc3ccccc3c2=O)cc1,10%
Cc1nc2ccccc2c(=O)n1-c1ccc(NC(=O)c2ccccc2[N+](=O)[O-])cc1,-3%
COc1ccccc1C1=NS(=O)(=O)N(C)C(C(=O)N2CCCCC2C)=C1 (stereo not given),11%
CS(=O)(=O)c1cnc(NCCCc2ccccc2)nc1C1CCCNC1 (stereo not given),?
COc1ccc(CCC(=O)N2CCC(C(=O)N3CCCCCCNC(=O)CC3)CC2)cc1,9%
CS(=O)(=O)Nc1ccc(OCC(=O)N2CCN(c3ccc(F)cc3)CC2)nc1,6%
C=CCNC(=O)C1COC2(CCCCC2)N1C(=O)c1cccc(F)c1 (stereo not given),-22%
CCNC(=O)NC(=O)CN(C)Cc1ccc(C2CC2C)o1 (stereo not given),-3%
Cc1c(CN2CC[C@H]3CC[C@@H](C2)N3)c(=O)n(-c2ccccc2)n1C,-11%
CCCC(CCC)C(=O)Nc1cccc(C(=O)NCC(C)C)c1,19%
# Additional compounds.
SMILES,KDM5B inh
N#CCCn1cc(C(=O)CN2C(=O)NC3(CCCC3)C2=O)c2ccccc21,-4%
COc1ccc(C(C)=O)cc1CC(=O)OCc1ccc(C#N)cc1,28%
Cc1ccc(S(=O)(=O)/C(C#N)=C/c2c(N3CCCCC3)nc3ccccn3c2=O)cc1,-3%
OCCNc1nc(Nc2ccc(Br)cc2)nc2nccnc12,-15%
O=C(CCC[C@H]1NC[C@@H]2C[C@H]1CN(Cc1ccccc1)C2)N1CCN(c2ncccn2)CC1,?
CCc1nn(CC(=O)NCC(C)c2ccccc2)c(=O)c2cc3occc3n12 (stereo not given),-20%
O=C(CN1C(=O)CCc2cc(S(=O)(=O)N3CCCCC3)ccc21)NCc1ccc(Cl)cc1,-12%
CCSc1nnc2c(n1)OC(c1ccc(OCC(=O)O)cc1)Nc1ccccc1-2 (stereo not given),-9%
O=C(C1CCN(C(=O)N2CC3CC(C2)[C@H]2CCCC(=O)N2C3)CC1)N1CCN(c2ncccn2)CC1 (stereo not given in full),?
C=CCNC(=O)CNC(c1ccccc1)c1ccccn1 (stereo not given),12%
O=C(NCc1ccc(N2CCOCC2)cc1)c1ccc(N2CC3CC(C2)[C@H]2CCCC(=O)N2C3)nc1 (stereo not given in full),-13%
COc1cc(NC(=O)c2cc(-c3cccc(OC)c3)n[nH]2)cc(OC)c1,-23%
CCN(CCCNC(=O)c1cc2cc3cc(OC)ccc3nc2s1)c1ccccc1,-28%
COc1ccc(Cl)cc1NC(=O)c1ncn(-c2ccccc2)n1,?
CCOC(=O)c1ccccc1NC(=O)Cn1c(=O)c2c(OCC)c(CC)cnc2n(C)c1=O,4%
CN(Cc1ccc2c(c1)OCO2)C(=O)c1cccc(OCc2ccccc2)c1,-3%
